# Screening data: PubChem BioAssay, several laboratories
# BCLXL inh – inhibitors of human Bcl-xL, primary screen, biochemical, fluorescence polarization, HTS | inhibition, % at 10.9 µM | Bcl-2-like protein 1 (Homo sapiens), Q07817 | GST-Bcl-xL / FITC-Bim BH3 peptide fluorescence polarization | hit rate 0.7% among 320,000;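 active = inhibition above the mean of all tested compounds plus 3 SD, cutoff set per campaign, cut at about 30% in these data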;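 also: 0% = DMSO wells and 100% = unlabeled Bim-BH3 peptide competitor; inhibitors lower millipolarization by displacing the labeled peptide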
# Target sequence (Q07817 whole entry, looked up): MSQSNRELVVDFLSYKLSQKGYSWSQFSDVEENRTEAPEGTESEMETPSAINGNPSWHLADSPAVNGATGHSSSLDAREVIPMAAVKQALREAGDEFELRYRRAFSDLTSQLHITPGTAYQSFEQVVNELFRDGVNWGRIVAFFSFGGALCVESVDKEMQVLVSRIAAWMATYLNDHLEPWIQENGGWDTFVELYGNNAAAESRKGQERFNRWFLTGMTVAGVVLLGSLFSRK
# MEX-5 binding – MEX-5 zinc finger RNA-binding disruptors – biochemical, C. elegans, fluorescence polarization, MLPCN library, primary screen; Zinc finger protein mex-5 (Caenorhabditis elegans), Q9XUB2; hit rate 0.38% among 300,000; MEX-5/FITC-TCR2 RNA binding; active compounds read low; activity score (negative = inhibition of binding), % at 10 µM;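 active = inhibition past about -25% in most replicates, and total fluorescence under double the plate's negative control median, limit read from the data; inconclusive = replicates evenly split on the limit, or fluorescence at least double controls; inactive = too little inhibition in most replicates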;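 also: 0% = DMSO and -100% = 5 µM competing unlabeled TCR2 RNA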
# VLA-4 inh – inhibition in human VLA-4 binding assay, primary screen, VLA-4 allosteric modulator project, MLPCN library, flow cytometry, VLA-4 expressing cells. Integrin alpha-4 (Homo sapiens), P13612. ligand binding flow cytometry. inhibition, % (about 7 µM as worked out from the volumes in the protocol). hit rate 0.2% among 330,000. AID 2557, 2010; in the data active = inhibition above about 50%
# GLD-1 TGE inh – GLD-1/TGE RNA complex disruptors, primary screen, biochemical, fluorescence polarization; Female germline-specific tumor suppressor gld-1 (Caenorhabditis elegans), Q17339; purified GLD-1 + fluorescein TGE RNA; inhibition, % at 5.96 µM; hit rate 0.44% among 320,000;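 active = percent inhibition above a per-plate cutoff, the plate mean of test compounds plus 3 SD, cut at about 30% in these data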;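 also: 0% = DMSO wells with GLD-1 and probe and 100% = wells lacking GLD-1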
# Target sequence (Q17339 whole entry, looked up): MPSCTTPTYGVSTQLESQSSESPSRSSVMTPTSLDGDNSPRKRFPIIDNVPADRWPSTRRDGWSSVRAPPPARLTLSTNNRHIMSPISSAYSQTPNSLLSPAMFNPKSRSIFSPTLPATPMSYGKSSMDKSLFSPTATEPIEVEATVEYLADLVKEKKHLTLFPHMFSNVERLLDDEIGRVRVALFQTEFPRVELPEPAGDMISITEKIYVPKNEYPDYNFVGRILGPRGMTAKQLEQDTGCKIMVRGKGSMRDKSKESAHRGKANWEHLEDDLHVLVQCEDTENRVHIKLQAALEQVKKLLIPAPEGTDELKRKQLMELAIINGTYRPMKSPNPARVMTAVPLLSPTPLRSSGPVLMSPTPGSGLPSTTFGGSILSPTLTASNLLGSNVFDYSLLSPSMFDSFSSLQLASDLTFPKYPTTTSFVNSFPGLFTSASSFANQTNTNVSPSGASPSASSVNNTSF
# CIT2-GFP yeast – modulators of CIT2-GFP expression in yeast, primary screen, S. cerevisiae, GFP fusion, multiplex flow cytometry, MLPCN library. S. cerevisiae CIT2-GFP strain, 3 h; 100 means same as DMSO wells. GFP response vs DMSO, % at 10 µM. hit rate 0.065% among 320,000. AID 2029, 2009;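 active = GFP response relative to DMSO above a set limit, near the screen mean plus 3 SD, cut at about 150% in these data; inconclusive = Fewer than 70 cells measured for a yeast strain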;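 also: ratio of well median GFP fluorescence to mean of DMSO wells on the plate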
# GRK2 inh – compounds blocking aptamer binding on GRK2 – biochemical, human GRK2, bead flow cytometry, HTS, primary screen | hit rate 0.59% among 330,000 | Beta-adrenergic receptor kinase 1 (Homo sapiens), P25098 | inhibition of aptamer binding, % at 10 µM | AID 488847, 2010 | FAM-aptamer displacement from GRK2;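 active = inhibition of aptamer binding above 40%, roughly 3 SD of noise, on plates passing a quality check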;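 also: median bead fluorescence of bound FAM aptamer so fluorescent compounds give negative values; no value below 0 was filed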
# AGP1 TOR yeast – modulators of AGP1-GFP expression in yeast TOR pathway, primary screen, cell-based, multiplex flow cytometry, S. cerevisiae, MLPCN library; hit rate 0.02% among 320,000; AID 2066, 2009; 3 h; GFP as percent of DMSO wells; GFP response vs DMSO, % at 10 µM;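 active = GFP response relative to DMSO above a set limit, near screen average plus 3 SD, cut at about 150% in these data; inconclusive = fewer than 70 cells counted for the yeast strain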;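 also: median GFP channel fluorescence of the gated AGP1 strain per well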
# MCL1 BIM primary – inhibitors of MCL1 binding to BIM-BH3, primary screen, biochemical, fluorescence polarization | Induced myeloid leukemia cell differentiation protein Mcl-1 (Homo sapiens), Q07820 | GST-MCL1 / FITC-Bim-BH3 fluorescence polarization | inhibition, % at 10.9 µM | hit rate 0.68% among 320,000 | AID 2057, 2009;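 active = inhibition above the mean inhibition of all tested compounds plus 3 SD, set per campaign, cut at about 40% in these data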;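 also: 0% = DMSO wells and 100% = unlabeled Bim-BH3 peptide control; higher means more loss of mP so more displacement of Bim peptide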
# Target sequence (Q07820 whole entry, looked up): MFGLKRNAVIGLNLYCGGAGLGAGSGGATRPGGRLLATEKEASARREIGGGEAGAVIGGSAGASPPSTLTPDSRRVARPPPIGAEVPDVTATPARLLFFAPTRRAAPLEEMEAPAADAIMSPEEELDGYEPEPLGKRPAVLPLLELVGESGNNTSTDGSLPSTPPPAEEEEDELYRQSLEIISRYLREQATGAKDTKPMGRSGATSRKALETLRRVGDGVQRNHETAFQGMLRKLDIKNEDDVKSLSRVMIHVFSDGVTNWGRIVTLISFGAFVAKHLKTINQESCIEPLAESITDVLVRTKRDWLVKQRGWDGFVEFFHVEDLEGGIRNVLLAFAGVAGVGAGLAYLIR
# Fam108B inh – mouse Fam108B serine hydrolase inhibitors, primary screen, counter-screen for RBBP9 inhibitor project, biochemical, fluorescence polarization. recombinant Fam108B, FP-Rh probe fluorescence polarization. inhibition, % at 9.51 µM. hit rate 0.33% among 300,000;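 active = inhibition above the screen mean inhibition plus 3 SD, computed separately per campaign, cut at about 18% in these data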;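 also: inhibitors lower polarization as less probe binds the enzyme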
# An asterisk follows results filed as active; i = inactive; ? = inconclusive; nt = not tested or not shown; [ ] = dose if it differs, or a comment. An unsorted share of the library. Share with any hit: about 2.2%.
entry	SMILES	BCLXL inh	MEX-5 binding	VLA-4 inh	GLD-1 TGE inh	CIT2-GFP yeast	GRK2 inh	AGP1 TOR yeast	MCL1 BIM primary	Fam108B inh
1	N#Cc1c(SCc2ccc(Cl)cc2)sc(C(=O)c2ccccc2)c1N	-2	nt	6	3	98	3	103	-11	-5
2	CCOC(=O)c1ccc(S(=O)(=O)N2CCN(Cc3cc4c(cc3O)OCO4)CC2)cc1	4	nt	11	6	97	5	93	5	nt
3	C1CN(CC2CCN(c3nc4nonc4nc3N3CCSCC3)CC2)CCO1	5	1.4	-8	0	106	0	102	5	2
4	CCN(C(=O)COC(=O)CCc1c[nH]c2ccccc12)c1c(N)n(Cc2ccccc2)c(=O)[nH]c1=O	4	-1.3	1	3	90	0	101	0	3
5	O=S(=O)(Nc1ccccc1)c1ccc(-c2csnn2)cc1	5	0.4	1	10	nt	1	nt	4	0
6	O=C(Nc1ccccc1)Nc1nncs1	5	-3.3	9	10	99	0	103	5	4
7	CCC12CN(C(=O)c3ccc([N+](=O)[O-])cc3)CC(CC)(CN(C(=O)c3ccc([N+](=O)[O-])cc3)C1)C2=O	0	-0.8	4	-2	nt	2	nt	-1	1
8	CCCCn1c(N)c(N(CCOC)C(=O)CCNC(=O)c2ccc(Br)cc2)c(=O)[nH]c1=O	-8	-0.1	19	0	103	0	106	-6	1
9	COc1ccc2nc(NC(=O)c3ccccc3F)sc2c1	6	-1.7	14	5	92	0	91	-2	-3
10	C=C(c1ccccc1)c1ccccc1N	2	0.8	28	-2	94	0	101	-3	4
11	COc1ccccc1CCC(=O)Nc1ccc(OC)c(S(=O)(=O)N2CCCCC2)c1	-17	nt	-9	-1	94	0	94	-25	nt
12	O=C(Nc1c(F)cccc1F)c1ccc(-n2cncn2)nc1	4	-2.0	-2	3	?	0	25[may fluoresce violet]	4	2
13	CN(C)c1ccc(/C=C2\CCC/C(=C\c3ccccc3)C2=O)cc1	-27	-3.0	i	-23	98	1	100	-92	-14
14	Cn1cnnc1SCC(=O)Nc1ccc(Oc2ccccc2)cc1	-2	0.1	3	3	91	0	94	0	-1
15	COc1ccc(OC)c(-c2cc(C(=O)N/N=C/c3ccc(F)cc3)c3ccccc3n2)c1	9	1.3	16	-2	105	0	103	5	-11
16	CCN(CC)CCCNC(=O)Cn1cnc2sc(C)c(S(=O)(=O)N3CCN(c4ncccn4)CC3)c2c1=O	0	-0.2	-1	-1	100	1	97	-3	5
17	O=C(CNC(=O)c1ccccc1)NCc1nc2ccccc2[nH]1	-1	2.0	0	1	103	0	113	2	0
18	COc1ccc(-c2nc(CS(=O)(=O)CC(=O)NCc3ccccc3OC)c(C)o2)cc1	-5	1.5	1	1	94	0	93	-7	4
19	Cc1ccc(NC(NC(=O)c2cccs2)C(Cl)(Cl)Cl)cc1 (centres undefined)	5	-0.3	12	-1	93	0	107	-4	-1
20	Nc1c(C(=O)Nc2nccs2)sc2nc(-c3cccs3)cc(C(F)(F)F)c12	31*	-1.3	i	20	133	0	103	33	-3
21	CCC(=O)Nc1ccc(NC(=S)NC(=O)/C=C/c2ccco2)cc1	3	-0.7	7	4	98	3	96	20	1
22	Cc1cnc(NC(=O)CC(C)c2ccccc2)s1 (centres undefined)	5	-0.5	-2	2	104	2	104	-7	7
23	COc1ccc([C@@H]2[C@@H]3C(=O)N(C(C)(C)C)C(=O)[C@@H]3[C@]3(C)C(=O)N(c4ccc(C(F)(F)F)cc4)C(=O)N23)cc1	5	2.9	29	-1	98	0	103	6	-4
24	CCC(C)(C)NC(=O)C(c1ccccc1)N(C(=O)c1csnn1)C1CC1 (centres undefined)	3	0.0	-9	-1	96	60*	104	-6	-1
25	CCOC(=O)/C(=N\Nc1ccccc1)S(=O)(=O)c1ccccc1	3	-0.4	14	1	79	0	89	1	-4
26	CCOc1cc(C(=S)N2CCCC2)ccc1OC(=O)Cc1ccc(F)cc1	5	0.2	4	6	101	2	95	17	-2
27	CCCCSc1nnc(-c2ccc(NC(=O)CC)cc2)n1C	2	0.0	16	2	91	0	104	-4	2
28	Cc1ccc(C(=O)Nc2ccc(OCc3ccccc3)cc2)s1	-9	-0.4	1	-2	105	1	101	-20	2
29	COc1ccc(S(=O)(=O)N2CCCCC2)cc1NC(=O)c1ccc(CS(C)(=O)=O)cc1	-10	nt	-9	2	98	3	100	-8	nt
30	Cc1ccc(CC(=O)Nc2nc3c(s2)CCCC3)cc1	-1	-0.2	3	2	79	1	94	1	3
31	COc1ccccc1NC(=O)CCSc1nnc(-c2ccc(O)cc2)o1	7	-2.4	1	7	96	1	100	-2	-2
32	O=C(O)c1cccc(-c2ccc3c(c2)OCO3)c1	1	-2.3	8	5	86	0	101	2	-2
33	Cc1ccc(-n2nc3c(=O)n(CC(=O)NCc4ccc(C)o4)nc(C)c3c2C)cc1	2	0.3	5	11	105	0	98	1	6
34	CCn1cc(C(=O)NCC2CCCO2)c(=O)c2cc(S(=O)(=O)N3CCCCC3)ccc21 (centres undefined)	-2	0.8	-7	0	103	0	101	-8	-3
35	CCCCN1C(=O)C(O)(CC(=O)c2c(C)coc2C)c2ccccc21 (centres undefined)	-1	-0.1	-5	-8	112	0	103	-7	6
36	CSc1nc2ccc(Br)cc2[nH]1	-13	0.5	9	4	89	1	103	-13	-1
37	c1ccc2[nH]c(-c3ccncc3)nc2c1	2	2.2	-4	-1	110	2	99	10	3
38	COc1ccc(C2/C(=C(\O)c3ccc4c(c3)OCCO4)C(=O)C(=O)N2CCCn2ccnc2)cc1 (centres undefined)	7	11	7	9	99	0	91	2	4
39	Cc1ccc(C2=NN(C(=O)CNCCO)C(c3cccs3)C2)cc1 (centres undefined)	1	0.9	11	-9	105	5	105	-1	-3
40	CCOc1ccc(C(=O)C(C)OC(=O)Cn2cnc3c2c(=O)n(C)c(=O)n3C)cc1 (centres undefined)	-6	0.3	-1	0	99	0	108	-6	2
41	COc1cccc(C(O)CC(N)=O)c1 (centres undefined)	6	-2.6	0	-1	96	3	104	-1	1
42	Cc1csc(NC(=O)c2ccc3c(c2)OCO3)n1	7	1.1	-10	-1	101	2	96	17	5
43	Cc1ccc([C@@H]2[C@@H]3C(=O)N(C)C(=O)[C@@H]3[C@]3(C)C(=O)N(CC4CC4)CC(=O)N23)o1	3	1.1	5	3	79	2	87	4	-4
44	CC(C)C[C@H](NC(=O)c1[nH]cnc1C(=O)N[C@@H](Cc1ccccc1)C(=O)OC(C)(C)C)C(=O)OC(C)(C)C	3	0.3	8	4	98	3	89	6	-5
45	Cc1c(C(=O)Nc2ccc(Cc3ccncc3)cc2)cccc1[N+](=O)[O-]	6	-0.9	0	11	104	0	105	0	0
46	O=c1c2ccccc2nc(SCCN2CCOCC2)n1CCc1ccccc1	5	0.0	7	-7	95	2	93	3	0
47	CCCCOC(=O)C1CN(c2ccccc2)N=C1C(=O)OCC (centres undefined)	-1	-3.7	4	5	89	0	98	4	2
48	O=C(NCCC(=O)N1CCC2(CC1)NCCc1[nH]cnc12)c1ccc(F)c(F)c1	-5	2.4	2	-4	101	0	96	-7	2
49	Fc1cccc(Nc2ncnc3c2cnn3-c2ccccc2)c1	2	-2.3	4	6	69	0	93	-3	-20
50	CCC(=O)c1ccc(OCC(=O)OCC(=O)N2CCc3ccccc3C2)cc1	2	nt	-7	5	97	3	100	7	nt
51	CC(=O)N1c2ccc(S(=O)(=O)NCCC(=O)NC3CCCC(C)C3C)cc2CC1C (centres undefined)	0	nt	-2	-1	102	4	101	0	2
52	Cc1c(N2C(=O)C3C4C=CC(C4)C3C2=O)c(=O)n(-c2ccccc2)n1C (centres undefined)	1	-4.2	3	-6	119	9	124	4	-5
53	CCN(c1ccccc1)S(=O)(=O)c1cccc(C(=O)OCC(=O)Nc2ccc(NC(C)=O)cc2)c1	nt	nt	2	3	94	3	104	nt	nt
54	CCN1CCN(C(=O)c2ccc(OC3CCN(CCc4ccccc4)CC3)cc2)[C@@H](C)C1=O	2	-1.2	-9	7	105	1	102	3	1
55	COc1ccc(C(=O)NNC(=O)Cc2ccc(-c3ccccc3)cc2)cc1OC	4	1.0	-7	-3	90	3	106	3	-4
56	CCOc1ccc(OCC)c(NC(=O)c2nnn(CC(=O)Nc3cc(C)cc(C)c3)c2N)c1	5	1.2	7	9	96	4	102	5	-5
57	CCCC(C)NC(=O)COC(=O)c1ccc2c(c1)C(=O)N(Cc1ccco1)C2=O (centres undefined)	3	-0.9	-7	5	105	0	104	10	-2
58	O=C1CNC(=O)/C(=C\c2ccccc2)N1	8	3.1	2	5	105	0	106	5	3
59	CC(=O)Nc1nonc1-c1nc2ccccc2n1C	7	2.9	0	6	?	1	28[may fluoresce violet]	-2	-1
60	Cc1nc(C)c(-c2csc(Nc3ccc(O)c(C(=O)O)c3)n2)s1	nt	-2.6	9	nt	103	0	110	nt	nt

# New compounds follow.
entry	SMILES	BCLXL inh	MEX-5 binding	VLA-4 inh	GLD-1 TGE inh	CIT2-GFP yeast	GRK2 inh	AGP1 TOR yeast	MCL1 BIM primary	Fam108B inh
61	O=C(NC(=S)Nc1cc(S(=O)(=O)N2CCOCC2)ccc1O)c1ccco1	11	-1.8	-11	10	106	1	96	12	4
62	NNC(=O)c1cc(Br)cs1	3	0.4	-2	-2	104	0	92	14	-2
63	O=C(NCc1ccco1)C1CCCN(S(=O)(=O)c2cccc3nsnc23)C1 (centres undefined)	1	-1.7	14	-4	79	3	95	-5	-5
64	CCCCCCCCn1ccc(=N)cc1	2	2.3	-6	-1	106	0	102	5	-1
65	COc1ccc(-c2nnn(CC(=O)NC3CCCc4ccccc43)n2)cc1OC (centres undefined)	7	-1.4	22	4	102	6	108	3	-5
66	CNc1ccc(/C=C2\CSc3ccccc3C2=O)cc1[N+](=O)[O-]	5	-0.7	0	0	98	2	102	5	6
67	CCOC(=O)c1c(NC(=O)COC(=O)Cn2cnc3ccccc32)sc2c1CCC(C)C2 (centres undefined)	3	nt	15	0	78	0	85	0	-6
68	O=C(NC1CCCC1)c1ccc(Br)s1	-2	-0.1	-1	-2	84	2	91	-1	0
69	CCC(C)(C)n1nnnc1C(c1cccnc1)N1CCCc2ccccc21 (centres undefined)	3	0.2	8	4	94	0	95	-1	2
70	O=C(Nc1cccc(NC(=O)c2cccnc2)c1)c1ccccc1	0	-1.1	-14	3	113	2	115	-4	1
71	CCN1C(=O)c2ccccc2S(=O)c2ccc(C(=O)NC3CC3)cc21 (centres undefined)	6	-0.1	1	-4	104	0	100	3	-3
72	O=C(NC1CC1)c1ccc2c(c1)ncn2C1CCCC1	-1	1.4	-15	-3	107	0	99	5	-2
73	O=C(CCc1c[nH]c2ccccc12)OCc1cccc([N+](=O)[O-])c1	3	-0.3	8	-2	98	0	102	-2	7
